NS3 helicase inh = HCV NS3 helicase inhibition; NS3 helicase DNA unwinding, Cy5 molecular beacon fluorescence; inhibition, % at 10.9 µM; 290,000 compounds, 0.56% hits; AID 1800;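 active means inhibition above the mean of all tested compounds plus 3 SD, set per campaign, cut at about 35% in these data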;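 further: 0% = DMSO wells and 100% = thioflavine S control wells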
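Assay system: hepatitis C virus NS3 helicase domain fragment enzyme. Also added: annealed dual-labelled DNA beacon duplex, ATP-started. Timing: 1 h reaction at 25 °C, ATP-initiated. Technique: Cy5 fluorescence at 0 and 60 min, beacon hairpin quenching. Evaluation: % inhibition of unwinding. Replication: one well per compound.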
pCIP destab = compounds decreasing mouse p/CIP protein stability. AID 1984. decrease of EGFP signal, % at 10 µM. 290,000 compounds, 0.01% hits. F442A p/CIP-EGFP cells, EGFP fluorescence, 16 h. Q05BA5;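 active means EGFP signal decrease of at least 30% at 10 µM or well 3 SD below plate mean, unless failing retest; inactive means the rest, including hits failing retest or dose response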; further: some compounds called inactive have numbers as strong as hits; many of its hits are not listed in these tables
DNA FID counter = counter-screen for HCV NS3 helicase inhibitors: DNA intercalator displacement; AID 1845; 290,000 compounds, 0.17% hits; inhibition, % at 7.9 µM; DNA fluorescent intercalator displacement, fluorescence; in the data active means inhibition above about 37%;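 further: 0% = vehicle and 100% = reference compound; higher means more ethidium bromide displaced from hairpin DNA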
IDE act = activators of human insulin-degrading enzyme in cells | P14735 | 340,000 compounds, 0.073% hits | AID 493087 | activation, % at 5.96 µM | HEK cells, FAbeta-B cleavage, fluorescence polarization; 0% vehicle, 100% cell-free pure enzyme wells;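 active means activation above the mean of all tested compounds plus 3 SD, set per screening campaign, cut at about 17% in these data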
Target sequence (P14735 whole entry, looked up): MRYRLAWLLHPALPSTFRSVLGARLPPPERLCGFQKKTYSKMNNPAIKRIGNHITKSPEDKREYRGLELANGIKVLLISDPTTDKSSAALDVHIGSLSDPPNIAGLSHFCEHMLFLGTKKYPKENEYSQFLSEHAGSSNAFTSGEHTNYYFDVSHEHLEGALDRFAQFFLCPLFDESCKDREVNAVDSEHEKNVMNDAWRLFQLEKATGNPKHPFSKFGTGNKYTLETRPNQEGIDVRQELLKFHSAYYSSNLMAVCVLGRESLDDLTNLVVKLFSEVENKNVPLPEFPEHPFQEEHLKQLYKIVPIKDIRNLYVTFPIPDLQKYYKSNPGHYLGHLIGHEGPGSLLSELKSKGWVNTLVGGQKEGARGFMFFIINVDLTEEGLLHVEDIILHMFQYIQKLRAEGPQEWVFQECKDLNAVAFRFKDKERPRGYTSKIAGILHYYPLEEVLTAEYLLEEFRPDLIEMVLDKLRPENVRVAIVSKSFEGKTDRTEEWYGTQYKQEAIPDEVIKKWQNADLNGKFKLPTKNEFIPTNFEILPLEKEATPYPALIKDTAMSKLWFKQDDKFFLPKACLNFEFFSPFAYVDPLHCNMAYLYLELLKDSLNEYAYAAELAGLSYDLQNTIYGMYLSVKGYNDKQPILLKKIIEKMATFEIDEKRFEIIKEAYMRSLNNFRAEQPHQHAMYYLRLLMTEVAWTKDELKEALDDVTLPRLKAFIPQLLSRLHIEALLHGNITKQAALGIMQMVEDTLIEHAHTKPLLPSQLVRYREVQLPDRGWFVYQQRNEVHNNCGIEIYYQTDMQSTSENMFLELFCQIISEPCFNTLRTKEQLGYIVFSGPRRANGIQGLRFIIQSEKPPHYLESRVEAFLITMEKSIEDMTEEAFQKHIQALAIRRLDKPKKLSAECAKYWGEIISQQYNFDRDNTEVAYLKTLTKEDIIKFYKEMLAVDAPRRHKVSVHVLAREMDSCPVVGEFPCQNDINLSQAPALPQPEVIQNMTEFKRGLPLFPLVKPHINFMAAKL
IMP-1 inh = blocks Pseudomonas aeruginosa IMP-1 metallo-beta-lactamase | 290,000 compounds, 0.45% hits | purified IMP-1, nitrocefin hydrolysis, epi-absorbance fluorescence | inhibition, % at 5.6 µM | AID 1556;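 active means inhibition above the mean plus 3 SD of all compounds in the same screening run, cut at about 4.5% in these data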;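 further: 0% = IMP-1 with DMSO and 100% = DMSO wells lacking enzyme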
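System: purified recombinant IMP-1 beta-lactamase. Medium: Zinc- and detergent-supplemented HEPES buffer, pH 7.1. Compound: one 5.6 µM dose […]. Schedule: 15 min preincubation plus 25 min reaction at 25 °C. Technique: Epi-absorbance fluorescence, 480 nm excitation, 530 nm emission.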
IDE cell inh = inhibits human insulin-degrading enzyme in HEK cells. P14735. FAbetaB cleavage, fluorescence polarization. inhibition, % at 5.59 µM. 320,000 compounds, 0.41% hits. AID 434962;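 active means percent inhibition above the average of all tested compounds plus 3 SD, set per screening campaign, cut at about 16% in these data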;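 further: IDE supplied by intact live HEK cells; FP after avidin binding of uncleaved biotin substrate so inhibition keeps polarization high; 0% = DMSO wells and 100% = 60 µM reference IDE inhibitor Ii1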
VIM-2 inh = inhibitors of Pseudomonas aeruginosa VIM-2 metallo-beta-lactamase. purified VIM-2, nitrocefin hydrolysis, epi-absorbance fluorescence. 290,000 compounds, 0.89% hits. inhibition, % at 5.6 µM;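 active means inhibition above the mean of all tested compounds plus 3 SD, cutoff set per screening run, cut at about 7.5% in these data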;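 further: red hydrolysis product quenches plate fluorescence so inhibitors raise well fluorescence; 0% = enzyme with DMSO and 100% = DMSO without enzyme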
SUMO HTRF inh = SUMOylation inhibition; HTRF SUMOylation assay, SAE1/SAE2 + UBC9, in vitro; inhibition, % at 35 µM; 290,000 compounds, 0.36% hits; in the data active means inhibition above about 50%, passing the limit was not always enough; further: strong numbers were not always called active
PfM18AAP inh = blocks P. falciparum M18 aspartyl aminopeptidase; recombinant PfM18AAP, H-Glu-NHMec fluorogenic cleavage; inhibition, % at 7.35 µM; 290,000 compounds, 1.2% hits;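 active means inhibition above the campaign mean inhibition over all tested compounds plus 3 SD, cut at about 28% in these data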;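 further: 0% = plate median of test compound wells and 100% = 2 mM ZnCl2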
Active calls of the source: *; · = not tested or not shown.

SMILES	NS3 helicase inh	pCIP destab	DNA FID counter	IDE act	IMP-1 inh	IDE cell inh	VIM-2 inh	SUMO HTRF inh	PfM18AAP inh
COc1ccc(NC(=O)CSc2nnc(CNc3ccc(C)cc3)n2C)cc1	1	8	-19	4	-2.0	1	-3.5	4	-4
CC[C@@H](C)[C@H](NC(=O)Cc1c(C)c2cc3c(C)c(C)oc3c(C)c2oc1=O)C(=O)O	49*	10	-15	6	-2.0	5	-0.6	7	5
O=C(OC1CCOC1=O)c1cc(Cl)ccc1[N+](=O)[O-] (configuration not stated)	5	6	-4	-4	-2.5	0	-2.3	2	-6
COc1ccc(C(=O)N=C2SC3CS(=O)(=O)CC3N2c2ccc(C(C)=O)cc2)cc1 (configuration not stated)	-23	-4	-17	3	-1.0	0	0.3	13	-6
CC(C)OCCCNC(=O)c1sc(=S)n(C)c1N	12	-17	1	8	-2.5	0	-1.0	37	5
Cc1ccc(-c2nnc(N3CCN(S(C)(=O)=O)CC3)c3ccccc23)cc1	-6	1	-25	-3	0.3	-1	0.6	-6	-9
Cc1nc2ccccn2c1-c1csc(Nc2cccc(C(=O)O)c2)n1	-13	1	-12	2	-4.1	2	6.2	0	31*
COc1ccccc1NC(=O)C(=O)NNC(=O)c1ccco1	-3	-6	0	3	-9.0	-1	-2.6	30	7
COc1cccc(OC)c1C(=O)NC(=S)NCc1ccco1	-2	-17	-5	11	-2.5	5	-1.9	10	-4
CC(OC(=O)c1ccc2c(c1)C(=O)N(Cc1ccncc1)C2=O)C(=O)Nc1cccc(Cl)c1Cl (configuration not stated)	-4	-2	-3	1	-1.3	-8	-1.1	-15	3

The closing 3 compounds of the section before open the next one:
SMILES	NS3 helicase inh	pCIP destab	DNA FID counter	IDE act	IMP-1 inh	IDE cell inh	VIM-2 inh	SUMO HTRF inh	PfM18AAP inh
COc1ccccc1NC(=O)C(=O)NNC(=O)c1ccco1	-3	-6	0	3	-9.0	-1	-2.6	30	7
COc1cccc(OC)c1C(=O)NC(=S)NCc1ccco1	-2	-17	-5	11	-2.5	5	-1.9	10	-4
CC(OC(=O)c1ccc2c(c1)C(=O)N(Cc1ccncc1)C2=O)C(=O)Nc1cccc(Cl)c1Cl (configuration not stated)	-4	-2	-3	1	-1.3	-8	-1.1	-15	3
CC(C)(C)Nc1nc(Cl)nc(NC(C)(C)C)n1	-6	-20	-4	1	-2.6	-2	-3.5	-7	-1
CCN(CC(=O)Nc1c(F)cccc1F)C(=O)CNC(=O)c1ccc2c(c1)OCO2	-5	0	-4	-1	-6.3	2	-3.6	12	4
OC(CN1CCN(c2ccccc2)CC1)c1ccc2c(c1)CCN2 (configuration not stated)	-8	8	2	1	4.0	0	-1.4	-6	-12
O=C1CCN(Cc2ccccc2)CCN1[C@H](COc1ccccc1)c1ccccc1	-32	-7	-22	1	-2.8	3	-0.7	10	4
COc1ccccc1N=C1SCC(=O)N1Cc1ccco1	-3	-3	-7	1	-0.3	-1	-2.1	7	2
O=C(Nc1cnc2ccccc2c1)c1ccco1	2	2	1	5	0.7	6	0.4	7	-8
CC1(C)CC2(CC(c3ccc(F)cc3)c3ccc(O)cc3O2)NC(=S)N1 (configuration not stated)	6	-3	-22	5	-4.3	3	-3.9	24	12
COc1ccc(S(C)(=O)=O)cc1S(C)(=O)=O	4	-10	-3	7	-5.2	1	-4.0	19	-2
O=C(Nc1nnc(CSCc2ccc(Cl)cc2)s1)c1cccc([N+](=O)[O-])c1	-1	1	1	1	-1.7	7	-1.9	0	-3
CCOc1cc(Cl)c(S(=O)(=O)NCCCn2ccnc2)cc1Cl	-2	-7	6	-5	-5.4	-23	-0.4	10	-17
COc1ccc(NC(C)=O)cc1S(=O)(=O)NC1CCSc2ccccc21 (configuration not stated)	-1	-5	-17	-2	-2.0	-1	-1.6	8	-2
O=C(Nc1ccncc1NC(=O)c1cccc([N+](=O)[O-])c1)c1cccc([N+](=O)[O-])c1	19	4	2	2	-1.9	0	-2.6	17	-9
Cc1ccc(C(=O)NCCCN2CCOCC2)cc1N1CCCC1=O	3	-4	6	1	-5.4	-1	-2.9	23	-10
Cc1ccc2nc(-c3ccc(S(=O)(=O)N4CCOCC4)cc3)cn2c1	-11	26	-3	·	-2.4	·	-3.0	29	2
CCCCOC(=O)C(NC(=O)c1ccccc1)=C(C)C	-3	-20	-3	1	-0.6	1	-2.2	-8	-2
CCN1CCc2c(sc3c2c(NCc2ccco2)nc2nnnn23)C1	-2	-5	5	-3	-0.7	-2	1.7	19	14
Cc1ccc(/C=N\NC(=O)CCc2n[nH]c(=O)[nH]c2=O)o1	3	-4	1	4	-1.4	1	-0.3	-4	-4
CCC(CC)NC(=O)COC(=O)c1cc(SC)ccc1Cl	17	12	-17	·	-1.4	-3	-1.0	4	-11
CCOC(=O)C(NC(=O)c1cccc(Cl)c1)(Nc1nnc(C)s1)C(F)(F)F (configuration not stated)	-4	-4	5	4	-1.5	1	-1.6	1	-2
CCCCOc1ccc(S(=O)(=O)NC(=O)NCc2ccc(OCCC)cc2)cc1	6	1	-4	3	-3.3	2	0.7	20	-4
Cc1cc(=O)oc2c(C)c(OCC(=O)N(C)C)ccc12	-19	-2	0	-6	-0.7	1	-4.2	-6	3
Cn1cc(C(=O)Nc2ccccn2)c(=O)c2ccccc21	5	-8	-6	1	-2.2	·	4.5	5	-4
Cc1cc(C(=O)COC(=O)CN(C)S(=O)(=O)c2ccc(Cl)cc2)c(C)n1CC1CCCO1 (configuration not stated)	-8	-10	-29	1	-1.6	-1	0.3	6	6
COc1ccc(-c2cc(C(=O)NCC3CCCO3)c3ccccc3n2)cc1 (configuration not stated)	-13	0	-9	1	-1.1	8	-1.7	42	-1
CC(=O)/C(C#N)=C1\NC(=O)C(Cc2ccc(F)cc2)S1 (configuration not stated)	13	-19	-4	-2	-2.0	-4	-4.4	16	3
Fc1ccccc1NC(=S)N1CCCCC1	4	-5	-1	-2	-2.2	1	-2.1	-1	1
CCOc1cc(/C=N/N=C2/NC(=O)C(CC(=O)O)S2)ccc1OCc1ccc(Cl)cc1Cl (configuration not stated)	30	0	-26	1	-2.6	-2	-3.7	-13	2
CC(=O)NC1(c2ccc(F)cc2)CCN(C(=O)c2c(F)cccc2F)CC1	5	2	-3	-3	-1.8	5	-0.1	1	-2
COc1ccc2c(CC(=O)OCC(=O)NC(=O)c3cccn3C)coc2c1	0	2	-12	-5	-1.6	-1	-1.2	-2	6
O=C(COc1cccnc1[N+](=O)[O-])NCCc1ccccc1	3	10	-12	1	-1.8	5	-0.5	-18	-1

An excerpt from above with just VIM-2 inh, PfM18AAP inh and IMP-1 inh:
| smiles | VIM-2 inh | PfM18AAP inh | IMP-1 inh |
| --- | --- | --- | --- |
| Fc1ccccc1NC(=S)N1CCCCC1 | -2.1 | 1 | -2.2 |
| CCOc1cc(/C=N/N=C2/NC(=O)C(CC(=O)O)S2)ccc1OCc1ccc(Cl)cc1Cl (configuration not stated) | -3.7 | 2 | -2.6 |
| CC(=O)NC1(c2ccc(F)cc2)CCN(C(=O)c2c(F)cccc2F)CC1 | -0.1 | -2 | -1.8 |

Continuation:
SMILES	NS3 helicase inh	pCIP destab	DNA FID counter	IDE act	IMP-1 inh	IDE cell inh	VIM-2 inh	SUMO HTRF inh	PfM18AAP inh
Cc1ccc(-n2c(C)cc(/C=c3/sc4nc5ccccc5n4c3=O)c2C)cc1	13	-8	-8	·	1.2	4	0.3	24	4
COc1ccc(NC(=O)CS(=O)(=O)c2ccc(Br)cc2)cc1	2	-13	-4	1	-2.5	-3	-2.0	13	-7
Cc1cc(C)c(S(=O)(=O)NC(C)C)c(C)c1-n1cnnn1	-1	-1	-2	6	0.6	7	-2.0	1	-4
Cc1ccc(C)c(NC(=O)NNC(=O)c2cc3ccccc3cc2O)c1	11	-4	-26	-2	-1.1	4	-6.8	32	21
O=C(NC1CCCC1)C(c1ccc(Cl)cc1)N1CCN(C2CCCCC2)CC1 (configuration not stated)	-8	-3	8	10	-1.9	2	-1.5	2	3
COCc1cc(=O)[nH]c2cc(NC(=O)C(C)(C)CCl)c(C)cc12	-13	-12	-1	1	-2.9	0	-2.6	4	1
O=S(=O)(c1ccc(F)cc1)N1CCC(O)(c2ccc3c(c2)OCO3)CC1	-2	2	-5	-5	-2.2	6	0.1	-7	0
COc1cccc(CNc2nc3nc4c(c(=O)n3[nH]2)CCC4)c1	-3	-15	0	4	-2.0	-4	-2.6	3	-4
CC(=O)c1ccc(N2CCN(C3CCC(C(C)(C)C)CC3)CC2)cc1 (configuration not stated)	-19	-10	-2	4	-3.8	2	0.7	4	4
Cc1ccccc1NC(=O)/C(C#N)=C/c1ccc(-c2ccc(Cl)c(C(=O)O)c2)o1	32	-19	-19	-4	-6.1	14	-1.3	-2	3

PfM18AAP inh, hit marks shown above
SMILES	NS3 helicase inh	pCIP destab	IDE act	IMP-1 inh	IDE cell inh	VIM-2 inh	SUMO HTRF inh	PfM18AAP inh
Cc1nc2ccccn2c1-c1csc(Nc2cccc(C(=O)O)c2)n1	-13	1	2	-4.1	2	6.2	0	31*

(listing goes on)
SMILES	NS3 helicase inh	pCIP destab	DNA FID counter	IDE act	IMP-1 inh	IDE cell inh	VIM-2 inh	SUMO HTRF inh	PfM18AAP inh
Cc1ccn(-c2ccc(NC(=O)c3cccs3)cc2)n1	-6	4	-12	-5	-1.8	3	0.4	-1	-2
Cc1noc(C)c1S(=O)(=O)N1CCC(C(=O)N2CCN(c3ccccc3Cl)CC2)CC1	5	-10	2	2	-2.4	1	-2.0	12	25
CCOc1cc2c3c(c1)C(C)CC(C)(C)N3C(=O)C2=O (configuration not stated)	7	-10	0	5	-1.6	0	0.9	-14	-12
COc1cc(/C=N/n2c(-c3ccccc3)n[nH]c2=S)cc(OC)c1O	3	-1	-16	2	-3.3	-1	0.7	-5	32*
OCC1(Cc2ccccc2)CCN(Cc2cnn(-c3ccccc3F)c2)CC1	-1	2	16	0	-2.8	1	-3.0	0	1
CCOc1ccc(N(C)S(=O)(=O)c2ccc(C)c(C(=O)OCC(=O)c3c[nH]c4ccccc34)c2)cc1	13	17	2	3	-0.8	-7	1.5	-4	-13
COc1ccc(C2=NN(C(=O)c3ccccc3)C(c3ccc(OC)c(OC)c3)C2)c(O)c1 (configuration not stated)	-30	0	-32	1	-2.3	·	-4.4	-4	6
Cc1cc(NS(=O)(=O)c2ccc(NC(=O)C(c3ccccc3)c3ccccc3)cc2)no1	-16	3	-44	3	-3.1	3	-3.2	27	-5
CCOC(=O)c1c(NC(=O)CCl)sc(CN(C)C)c1-c1ccccc1	-14	-2	5	-6	-1.3	-4	-6.1	21	-4
